TGFb SMAD3 inh: qHTS for Inhibitors of TGF-b; 410,000 compounds, 1.2% hits; HepG2 CAGA-GFP TGF-b/SMAD3 reporter, GFP fluorescence, 18 h; TGF-beta stimulated, 500 pg/mL final; Potency, µM (series often up to 46.1 µM), for the others: at the highest dose activity, negative = inhibition, most hits filed as inhibitors; further: potency means the concentration at half of the fitted maximal effect; on the % scale 0 is the no-effect control and ±100 the full control effect; nearly all actives have a fitted effect of over 65% in size
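Inhibition was scored as loss of TGF-beta-induced (500 pg/mL final, 18 hours, 37 degrees C) GFP in HEPG2 cells carrying a CAGA-GFP reporter, in DMEM with 1% FBS. Well GFP was summed per cell; Activity was normalised to unstimulated and stimulated DMSO wells, then concentration-response fitting.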
A549 tox: Nrf2 qHTS screen for inhibitors: counterscreen for cytotoxicity; 390,000 compounds, 0.16% hits; A549 ARE-Fluc cells, CellTiter-Fluor viability, 18-24 h; Potency, µM (doses to about 46 µM), without a hit: top-dose activity change, negative = cytotoxicity, most hits filed as inhibitors; further: potency means the concentration at half of the fitted maximal effect; on the % scale 0 is the no-effect control and ±100 the full control effect
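A549 ARE-Fluc cells in 5% FBS OPTI-MEM, 5000 cells/well, rested 2 h then exposed to compounds in concentration-response for 18-24 h at 37 °C. Viability by CellTiter-Fluor fluorescence (Ex 405/Em 525) after 30 min; luciferase luminescence (BugLite, 15 min, RT) read afterwards.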
MCF10A rereplic: A quantitative high throughput screen for small molecules that induce DNA re-replication in MCF 10a normal breast cells | 350,000 compounds, 2.9% hits | Potency, µM (highest dose often 46.1 µM), without a hit: at the top dose activity, positive = re-replication, hits mostly activators | MCF 10A DNA re-replication, Hoechst nuclear intensity, 48 h; further: potency means the concentration at half of the fitted maximal effect; % of control where 0% means no effect; nearly all actives have a fitted effect of over 50% in size
IL-1B inflam inh: qHTS for Inhibitors of Inflammasome Signaling: IL-1-beta AlphaLISA Primary Screen; THP-1 LPS/ATP IL-1B secretion, AlphaLISA, 16 h; stronger effect = lower value; 360,000 compounds, 4.7% hits; activity change, % at 57.5 µM; in the data active means activity change below about -50%; inconclusive means mostly about -30% to -49%; further: on the % scale 0 is the no-effect control and ±100 the full control effect
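Secreted IL-1B measured by AlphaLISA bead assay after 16 h compound exposure of THP-1 cells; compounds (final up to 57.5 uM) added 1 h before LPS (250 ng/mL) and ATP (1.25 mM) stimulation; lower signal means less secretion.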
HepG2 tox: qHTS for Inhibitors of TGF-b: Cytotox Counterscreen; HepG2 CAGA-GFP viability, ATP luminescence, 18 h; Potency, µM (titrated, usually from 46.1 µM), for the others: top-dose activity change, negative = cytotoxicity, hits mostly cytotoxic; 410,000 compounds, 0.76% hits; AID 588856, 2011; further: potency means the concentration at half of the fitted maximal effect; some results filed as inactive show a strong effect at the top dose
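HepG2 CAGA-GFP cells (1000/well, DMEM with 1% FBS) received compound, then TGF-beta at 500 pg/mL final, and were incubated 18 hours at 37 degrees C. Viability was read by CellTiter-Glo luminescence. Media-only wells were set as complete cell-killing and DMSO as no toxicity.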
Nrf2 ARE act: qHTS of Nrf2 Activators; AID 624171, 2012; Potency, µM (highest dose often 46.1 µM), for the others: at the top dose activation, most hits filed as activators; 410,000 compounds, 0.31% hits; AREc32 ARE-luciferase reporter (MCF7-derived line), luminescence, 24 h; further: potency means the concentration at half of the fitted maximal effect; % of control where 0% means no effect; nearly all actives have a fitted effect of over 65% in size
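Each well held 1000 AREc32 cells, which were incubated with compound for 24 hr at 37 deg C after overnight attachment, and ARE reporter activity was quantified by firefly luciferase luminescence.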
ATXN viability: Viability Counterscreen for Primary qHTS for Inhibitors of ATXN expression; S2 cells (HEK-293 line with an ATXN2-luciferase reporter) viability, CellTiter-Fluor protease fluorescence, 24 h; Potency, µM (highest dose often 56.7 µM), usual class: cytotoxic; 400,000 compounds, 0.49% hits; AID 651635, 2014; further: potency means the concentration at half of the fitted maximal effect; nearly all actives have a fitted effect of over 40% in size
Nrf2 block: Nrf2 qHTS screen for inhibitors. A549 ARE-Fluc reporter, luciferase luminescence, 18-24 h. Potency, µM (top dose mostly 46 µM), inactives show at the highest dose activity change, negative = inhibition, hits mostly inhibitors. 360,000 compounds, 2.1% hits. AID 504444, 2011; further: potency means the concentration at half of the fitted maximal effect; on the % scale 0 is the no-effect control and ±100 the full control effect; nearly all actives have a fitted effect of over 60% in size
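Quantitative HTS in A549 cells stably bearing an antioxidant response element-firefly luciferase construct. Inhibition of Nrf2-driven transcription was scored by luminescence after 18-24 h of compound exposure at 37 °C.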
ATXN2 expr inh: Primary qHTS for Inhibitors of ATXN expression; HEK-293 ATXN2-luciferase reporter, luminescence, 24 h; Potency, µM (doses to about 57 µM), for the others: at the top dose activity change, negative = inhibition, hits mostly inhibitors; 360,000 compounds, 0.72% hits; further: potency means the concentration at half of the fitted maximal effect; on the % scale 0 is the no-effect control and ±100 the full control effect; nearly all actives have a fitted effect of over 55% in size
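ATXN2-luciferase reporter cells (luciferase flanked by upstream and downstream ATXN2 gene portions) were treated 24 h at 37 °C with compounds at up to 57 uM. SteadyGlo luminescence gave expression; GF-AFC fluorescence gave viability.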
Starred values were filed as active, the others as inactive; i = inactive; ? = inconclusive; . = not tested or not shown; & = joins results of further samples; [ ] = dose if it differs, or a comment. Unless noted, the call rests on the fitted dose curve; in most records, active means well fitted curve in the direction sought with a large enough effect; inconclusive means small, poorly fitted or top-dose-only effect, or another doubt; inactive means no such curve, though single readings can be large; an effect the other way counts as inactive or inconclusive.

| Structure | ATXN viability | A549 tox | HepG2 tox | MCF10A rereplic | ATXN2 expr inh | Nrf2 ARE act | TGFb SMAD3 inh | Nrf2 block | IL-1B inflam inh |
| --- | --- | --- | --- | --- | --- | --- | --- | --- | --- |
| CC(C)c1nc2ccc(C(=O)NC(C)c3ccccc3)cc2o1 (stereo unspecified) | i | 12.9% | -6.6% | . | 1.7% | 2.9% | -24.5% | . | . |
| O=C(Nc1ncn[nH]1)c1ccc(S(=O)(=O)N2CCOCC2)cc1 | i | 0.5% | 1.1% | 0.4% | . | -0.3% | 25.6% | -16.4% | 0.0 |
| Cc1cccc(NC(=O)CC2CCC2)c1 | i | 5.3% | -10.0% | 3.7% | 13.5% | 0.0% | 1.3% | 0.2% | -1.0 |
| CSc1ccccc1C(=O)NCc1ccccc1 | i | 0.6% | -7.1% | -2.4% | -2.1% | 0.4% | -6.1% | ? | -29.6 |
| COc1ccc(-c2nc3n(c(=O)c2C#N)CCS3)cc1OC | i | 11.7% | -3.6% | -0.6% | . | -0.2% | -2.2% | -0.1% | 1.5 |
| CC(C)C(c1nnnn1C1CCCC1)N(C)C1CCCCC1 (stereo unspecified) | i | 6.4% | 4.4% | -5.8% | -15.2% | -0.7% | 4.1% | 14.1% | -9.2 |
| Nc1nc(CN2CCC(Cc3ccccc3)CC2)nc(Nc2ccccc2)n1 | i | -4.6% | -81.6% | 2.8% | -7.1% | 3.9% | 0.0% | 0.1% | ? |
| COc1ccc(-c2cc(-c3ccc(F)cc3)nc(N3CCN(C)CC3)n2)cc1 | i | 2.7% | 5.2% | 4.1% | -8.7% | -0.1% | 0.2% | 15.1% | -11.7 |
| CC(Sc1nc(-c2ccccc2)cc(C(F)(F)F)n1)C(=O)N1CCCCC1 (stereo unspecified) | i | ? | -23.1% | 20.6µM* | -25.7% | 2.4% | -14.0% | ? | -12.9 |
| Cc1ccc([N+](=O)[O-])cc1N=C(c1cccc(Br)c1)N1CCOCC1 | i | 9.3% | 5.3% | 1.6% | -0.9% | 15.1% | 1.0% | 16.4% | -2.4 |
| COc1ccccc1OCC(O)CN1CCN(C(=O)c2ccccc2)CC1 (stereo unspecified) | i | 0.7% | 7.4% | -4.6% | 10.7% | -0.4% | 11.4% | -18.2% | 10.1 |
| COCCNC(=O)CCc1ccc(S(=O)(=O)Nc2ccc(C)cc2)cc1 | i | 2.1% | 1.7% | 0.3% | -6.8% | -1.1% | 0.7% | 6.7% | -0.9 |
| CN(C(=O)C1CCCC1)C1CCS(=O)(=O)C1 (stereo unspecified) | i | 0.5% | 2.0% | -0.5% | -10.0% | 0.1% | -7.4% | 9.6% | -6.7 |
| O=C(CSc1nnc(-c2ccc3c(c2)OCO3)n1-c1ccccc1)c1ccccc1 | ? | -7.3% | 9.7% | -3.3% | 0.8% | 0.1% | 3.1% | 0.2% | 7.3 |
| Cc1cccc(C(=O)NCC(=O)N2CC(=O)Nc3ccccc32)c1 | i | 6.0% | -5.9% | 8.9% | 6.1% | -0.2% | -7.3% | 3.3% | 0.0 |
| C=C(C)CN(CC)C(=O)CC1C(=O)NCCN1Cc1c(F)cccc1Cl (stereo unspecified) | i | -0.3% | 4.6% | 4.2% | . | -0.2% | 2.9% | 11.7% | 9.7 |
| O=C(CSc1nccc(=O)[nH]1)NCc1ccc2c(c1)OCO2 | i | 4.2% | 1.3% | -6.4% | 11.0% | -0.9% | -2.8% | 2.0% | 9.3 |
| CCOC(=O)CNC(=S)N(Cc1ccccc1F)C1CCCCC1 | i | ? | -31.7% | 9.5% | -12.1% | 0.0% | 1.3% | ? | 4.2 |
| C=CCN=C1S/C(=C/c2cccc([N+](=O)[O-])c2)C(=O)N1CC=C | i | 3.9% | -5.5% | 11.7% | -0.8% | 12.9% | ? | 8.0% | 1.1 |
| COc1ccc(NC(=O)N2CCCc3ccccc32)cc1 | i | . | 0.0% | 3.8% | 0.0% | 3.7% | -14.7% | 26.1% | 6.5 |
| CCOc1ccc(C(C)C)cc1S(=O)(=O)Nc1cccc(-c2ccc(N3CCOCC3)nn2)c1 | i | -4.7% | -14.4% | . | 8.2% | 7.0% | -5.3% | . | . |
| O=C(COc1ccc(Cl)cc1Cl)NCCCNC(=O)c1cnccn1 | i | 20.7% | -12.0% | -9.2% | -7.6% | 2.0% | 3.7% | 2.8% | 21.8 |
| COc1ccc(C(=O)NCCCNC(=O)c2cccnc2)cc1Br | i | -4.8% | 14.2% | 0.0% | 0.0% | -0.8% | 8.4% | -9.2% | 9.6 |
| CCCCNC(=O)C1CC(=O)N(C2CCCC2)C1 (stereo unspecified) | i | 17.7% | -19.3% | 15.5% | 4.2% | 0.3% | 4.9% | -7.1% | -21.2 |
| Cc1cc(=O)c2ccccc2n1Cc1ccccc1 | i | -7.4% | -21.8% | 3.2% | ? | 5.9% | ? | 16.4µM* | -50.4* |
| O=C(NCc1ccccc1)c1cc(C2COCCN2C(=O)OCCF)on1 (stereo unspecified) | i | . | -0.9% | . | 5.4% | -0.2% | -5.4% | . | 16.6 |
| CC(=O)C1=C(C)NC(SCC(N)=O)=C(C#N)C1CC(C)C (stereo unspecified) | i | 5.6% | -5.6% | 3.0% | 3.0% | -0.7% | 8.8% | -12.0% | 17.8 |
| O=C(COC(=O)c1ccc(Cl)c(S(=O)(=O)NCc2ccccc2)c1)NC1CC1 | i | 9.7% | 3.1% | 2.6% | 0.1% | -0.7% | ? | 4.1% | -4.7 |
| C/C(=N\NC(=O)c1nn(C)cc1Br)c1cccc(NC(=O)c2ccncc2)c1 | i | 8.1% | -5.3% | 0.6% | 22.1% | 4.4% | -2.5% | -10.0% | -8.0 |
| Cc1ccccc1NC(=O)Cc1nc(COC(=O)CCc2ccccc2)cs1 | i | 10.5% | -5.5% | 16.0% | 4.9% | 2.0% | 0.7% | 2.8% | 0.0 |
| CC(Oc1ccc(F)cc1)C(=O)Nc1ccc2ccccc2c1 (stereo unspecified) | i | -10.1% | -23.3% | ? | 141.7%[activator] | 0.0% | 3.9% | ? | 1.6 |
| Cc1ccc(NC(=O)CSc2nc3ncc(Br)cc3[nH]2)cc1C | i | -2.8% | -25.5% | ? | ? | 2.7% | 16.2% | -0.5% | -6.1 |
| O=C(CCc1ccccc1)Nc1ccccc1C(F)(F)F | i | 0.8% | 5.0% | 0.0% | -16.7% | 0.4% | 5.3% | 11.5% | -14.0 |
| COc1ccc(CN2CCC(=O)N([C@H](CO)c3ccccc3)CC2)cc1OC | i | -4.7% | -1.4%&23.1% | 4.4% | 4.9% | -0.4% | ? | 7.6% | 10.3 |
| COc1cccc(C(=O)N/N=c2/oc3ccccc3cc2C(N)=O)c1 | ? | 3.3% | -5.9% | 1.0% | -12.1% | 3.8% | 0.0% | -7.8% | -10.3 |
| O=C(NC(=S)NCc1ccc(F)cc1)c1ccccc1 | i | ? | -1.5% | -1.5% | 9.0% | 0.5% | 5.9% | -11.6% | 0.0 |
| CCc1cc2c(=O)n(-c3ccc(C)cc3)cnc2s1 | i | -24.1% | -3.9% | 1.1% | 33.2%[activator] | 0.7% | 9.0% | ? | -25.0 |
| O=C1CC(N(CCc2ccccc2)C(=S)Nc2ccccc2)C(=O)N1c1ccccc1 (stereo unspecified) | i | ? | -7.3% | ? | -28.2% | 7.7% | ? | ? | ? |
| Cc1ccc(S(=O)(=O)NC(=O)C2(C)CCN2C(=O)C2(c3ccc(Cl)cc3)CCC2)cc1 (stereo unspecified) | i | . | -1.5% | . | -5.3% | 0.0%[9.22 µM] | -0.8% | . | 27.6 |
| Cc1onc(-c2ccccc2)c1C(=O)NC(C)c1ccc2c(c1)OCO2 (stereo unspecified) | i | -0.3% | 6.2% | 11.4% | -4.8% | -0.5% | 13.8% | 4.7% | 1.4 |
| Cc1ccccc1NC(=O)Cc1nc(COC(=O)c2ccc(Cl)nc2)cs1 | i | -2.9% | -5.6% | 13.8% | 10.2% | 2.5% | 8.8% | 11.6% | 10.8 |
| COc1cccc(OCc2cc(C(=O)NCCc3cccc(C)n3)no2)c1 | i | 1.4% | 4.5% | -2.4% | 0.0% | -0.4% | 9.2% | 2.9% | 8.6 |
| Cc1cccc(Nc2nc(N)nc(CN3CCC(C)CC3)n2)c1C | i | 11.9% | 0.0% | 2.9% | 1.6% | -0.3% | -2.8% | -8.4% | -13.1 |
| O=C(CNC(=O)N1CC(=O)Nc2ccccc21)NCc1cccc(Cl)c1 | i | 0.6% | 3.1% | -2.0% | 0.6% | -0.1% | 0.2% | 0.2% | -2.2 |
| O=C(Nc1cccnc1Oc1ccc(Cl)cc1)c1cccc2ccccc12 | i | 0.1% | 10.5% | 2.3% | ? | 2.0% | -6.8% | -2.8% | -56.9* |
| Cc1ccc(-n2c(C)cc(C(=O)COc3cccnc3[N+](=O)[O-])c2C)cc1 | . | -22.1% | 3.1% | 20.6µM* | -24.6% | -0.4% | ? | 3.26µM* | -3.3 |

Marked active in IL-1B inflam inh (from the list above):
compound	Nrf2 ARE act	Nrf2 block	IL-1B inflam inh
Cc1cc(=O)c2ccccc2n1Cc1ccccc1	5.9%	16.4µM*	-50.4*
O=C(Nc1cccnc1Oc1ccc(Cl)cc1)c1cccc2ccccc12	2.0%	-2.8%	-56.9*

Outcome played no part in choosing rows (roughly 8.8% active in at least one column).
